ADAM10 inh: ADAM10 inhibition, QFRET primary screen; recombinant ADAM10, EDANS/DABCYL FRET peptide cleavage, 3 h; hit rate 0.62% among 370,000; O14672; AID 720582; inhibition, % at 7 µM;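 active = inhibition above a per-campaign cutoff equal to the mean of compounds falling between control-based bounds plus 3 SD, cut at about 20% in these data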;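 also: 0% = DMSO wells while the 100% control is not disclosed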
ssDAF12 agonist: activators of S. stercoralis DAF-12 nuclear receptor. hit rate 1% among 370,000. HEK293 ssDAF-12/GRIP1 lit1-tk-luc reporter, luminescence; % of 3 µM dafachronic acid response. activation, % at 6.8 µM;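 active = activation above the mean over all tested compounds plus 3 SD, cut at about 0.9% in these data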;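 also: 0% = DMSO-only wells and 100% = 3 µM delta7-dafachronic acid wells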
ADAM17 inh: inhibitors of human ADAM17. inhibition, % at 6.95 µM. AID 720648. hit rate 0.83% among 370,000. P78536. recombinant ADAM17, EDANS/DABCYL FRET peptide cleavage;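 active = inhibition above the mean of compounds lying between control limits plus 3 SD, set per campaign, cut at about 8.5% in these data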;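 also: 0% = DMSO-only wells as the low control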
Target sequence (P78536 215-824 limits assumed): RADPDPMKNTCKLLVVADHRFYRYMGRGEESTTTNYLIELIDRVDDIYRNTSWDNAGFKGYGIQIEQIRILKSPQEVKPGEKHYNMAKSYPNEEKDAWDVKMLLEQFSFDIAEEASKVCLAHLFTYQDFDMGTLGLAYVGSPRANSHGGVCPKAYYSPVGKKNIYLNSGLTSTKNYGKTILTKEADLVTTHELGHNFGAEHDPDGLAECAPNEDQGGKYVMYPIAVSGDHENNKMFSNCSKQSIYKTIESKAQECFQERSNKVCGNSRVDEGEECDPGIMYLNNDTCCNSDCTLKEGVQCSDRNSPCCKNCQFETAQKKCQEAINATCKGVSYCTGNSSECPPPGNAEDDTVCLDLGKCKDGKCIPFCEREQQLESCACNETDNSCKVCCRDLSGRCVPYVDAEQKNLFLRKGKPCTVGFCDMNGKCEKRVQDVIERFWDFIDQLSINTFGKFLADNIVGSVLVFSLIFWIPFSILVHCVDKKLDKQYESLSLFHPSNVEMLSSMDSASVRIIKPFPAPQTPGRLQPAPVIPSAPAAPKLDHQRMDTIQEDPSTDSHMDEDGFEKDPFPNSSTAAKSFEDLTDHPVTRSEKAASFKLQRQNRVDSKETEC
DAX1 inh-1: NR0B1 (DAX1) inhibition | P51843 | hit rate 0.99% among 340,000 | inhibition, % at 6.75 µM | AID 504766 | HEK293 Gal4-DAX1 luciferase reporter, luminescence;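 active = inhibition above the mean over all tested compounds plus 3 SD, cut at about 4.2% in these data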;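 also: 0% = DAX1-transfected cells with DMSO and 100% = empty-vector control cells with DMSO; inhibition shows as a rise in luminescence from relieved DAX1 repression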
Target sequence (P51843 207-470 limits assumed): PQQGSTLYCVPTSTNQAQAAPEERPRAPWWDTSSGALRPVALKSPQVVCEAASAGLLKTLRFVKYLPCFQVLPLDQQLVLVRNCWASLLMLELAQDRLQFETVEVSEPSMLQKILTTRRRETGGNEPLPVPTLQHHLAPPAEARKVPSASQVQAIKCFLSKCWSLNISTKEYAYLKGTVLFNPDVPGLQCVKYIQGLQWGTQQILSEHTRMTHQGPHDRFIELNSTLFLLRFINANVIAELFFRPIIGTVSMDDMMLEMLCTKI
hcDAF-12 act: activates DAF-12 receptor from parasite H. contortus; hit rate 1.4% among 370,000; activation, % at 6.8 µM; AID 652067; HEK293 hcDAF-12 lit1-tk-luc reporter, luminescence; 0% DMSO, 100% Δ7-dafachronic acid;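 active = activation above the mean of all tested compounds plus 3 SD, cut at about 5.5% in these data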;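 also: 100% = response to 3 µM Δ7-dafachronic acid high control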
DAX1 inh-2: blocks DAX1 repression of SF-1 activated StAR promoter; HEK293T StAR-luciferase reporter, SF-1/DAX-1 repression relief; inhibition, % at 6.8 µM; hit rate 1.1% among 370,000; AID 652010;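 active = inhibition above the mean over all tested compounds plus 3 SD, cut at about 3.6% in these data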;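 also: 0% = DAX-1 cells with DMSO and 100% = cells lacking DAX-1 with DMSO; higher inhibition means more luminescence from relief of DAX-1 repression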
hgDAF12 agonist: hgDAF-12 agonism, primary luciferase screen; hit rate 1.8% among 370,000; activation, % at 6.8 µM; HEK293 GAL4-hgDAF12 UAS-luciferase reporter, agonist luminescence; normalized to butyrate control;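 active = activation above a cutoff set at the mean of all screened compounds plus 3 SD, cut at about 10% in these data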;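 also: 0% = DMSO wells and 100% = sodium butyrate wells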
PG9 binder: binds the HIV-1 gp120 antibody PG9; hit rate 0.43% among 360,000; inhibition, % at 6.7 µM; TR-FRET gp120-PG9 antibody binding; in the data active = inhibition above about 8.5%
NPR1 activator: GC-A (human) enzyme activation; P16066; HEK293 GC-A cells, cGMP TR-FRET, EC30 ANP; 0% at EC30 ANP, 100% saturating ANP; activation, % at 10 µM; hit rate 0.14% among 370,000; AID 1671463; in the data active = activation above about 40%
SMARCA2 act: SMARCA2 function activation, primary screen | hit rate 1% among 370,000 | AID 652017 | MG213 cells, MMTV-luciferase reporter, dexamethasone, overnight | activation, % at 9.1 µM; in the data active = activation above about 7.8%;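 also: 0% = vehicle wells and 100% = reference activator wells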
FXN GAA850 act: increases GAA850 frataxin promoter reporter activity; HEK293 lucGAA850 FXN promoter luciferase reporter, 24 h; percent of 10 µM SAHA response; activation, % at 6 µM; hit rate 0.56% among 360,000; AID 540364;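 active = activation above the average of all compounds screened plus 3 SD, cutoff fixed separately per campaign, cut at about 7.5% in these data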;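 also: 0% = DMSO wells and 100% = 10 µM SAHA wells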
* hit, by the source's call; . = not tested or not shown.

SMILES	ADAM10 inh	ssDAF12 agonist	ADAM17 inh	DAX1 inh-1	hcDAF-12 act	DAX1 inh-2	hgDAF12 agonist	PG9 binder	NPR1 activator	SMARCA2 act	FXN GAA850 act
Cc1nc2ccc(NC(=O)C3COc4ccccc4O3)cc2s1 (configuration not stated)	0	-0.9	-4	2.0	2.9	2.3	12*	0.8	2	1	3.9
COc1ccc(S(=O)(=O)NCc2cccnc2)cc1NC(=O)c1ccc(C)cc1	-1	-1.2	-1	-1.5	-0.2	-1.1	-0.7	-0.3	0	0	-0.2
CN1CCN(C(=O)/C(C#N)=C/c2ccc(F)cc2)CC1	-13	-1.3	-3	0.1	1.4	1.2	-0.1	1.8	2	0	1.5
O=c1cc(CSc2ccccn2)nc(N2CCN(c3ccccc3)CC2)[nH]1	9	-0.9	3	-0.3	1.2	-0.3	2.0	0.9	-4	-3	-0.2
CCCC(C(=O)NCCC(C)C)N(Cc1ccc(F)cc1)C(=O)c1snc(C(N)=O)c1N (configuration not stated)	-65	-0.6	-26	0.4	-0.7	0.5	-2.3	-2.1	-38	-2	0.1
O=C1c2ccccc2S(=O)(=O)N1CCCN1C(=O)c2ccccc2S1(=O)=O	0	-1.1	-1	0.6	1.9	-0.5	-0.8	0.8	-4	0	1.8
COc1cc2c(cc1OC)/C(=C/C(=O)c1ccc(OC)c([N+](=O)[O-])c1)NCC2	-64	-1.4	-14	-1.4	-4.2	-0.9	-3.7	-2.3	9	6	3.0
Cc1ccc(C)c(N2N=C(C(=O)Nc3cccnc3)CCC2=O)c1	0	-1.0	-1	-0.7	-1.8	-0.7	2.8	-0.2	-1	-1	1.1
CC(C)c1[nH]nc2c1C(c1ccc(Br)cc1)NC2=O (configuration not stated)	-6	-0.9	-2	.	-1.5	-0.4	1.1	-0.2	6	-2	.
COc1ccc(CNC(=O)Cc2nn(C)c(=O)c3ccccc23)cc1	-5	-2.0	0	-2.6	-3.3	-3.5	-6.0	0.6	-1	-2	-0.9
CC1CCN(c2ncnc3nc[nH]c23)CC1	-2	-1.1	0	-1.0	-0.6	1.8	3.6	-0.8	-1	3	2.3
CCn1cc(C(=O)N[C@@H](CCSC)C(=O)NCCCN2CCOCC2)c(=O)c2cc3c(cc21)OCO3	-56	-1.2	-14	0.5	-0.7	0.3	1.7	-0.7	5	0	-0.5
Oc1ccccc1-c1nc(NC2CCCC2)c2ccccc2n1	9	0.6	-1	0.1	5.1	-0.2	3.5	-1.3	8	-3	1.3
NC(Cc1ccccc1)c1csc(Nc2ccc(C(=O)NCCCO)cn2)n1 (configuration not stated)	-22	-1.1	-6	.	-1.6	0.8	1.2	-1.3	0	-7	-0.3
COc1ccccc1NS(=O)(=O)c1cc(NC(=O)C(C)(C)C)ccc1N1CCOCC1	6	-1.2	1	-1.4	-1.7	-2.9	-4.8	-0.1	1	1	-2.0
Cc1nc(C(C)NC(=O)CCc2nnc(-c3ccsc3)o2)cs1 (configuration not stated)	-2	-0.5	-11	1.3	-1.3	-0.3	-0.9	-0.4	4	-2	2.5
O=C(NC1CCCC1)c1cccc(Cn2cc([N+](=O)[O-])cn2)c1	-7	-0.5	1	-0.7	4.9	-0.2	-1.2	-1.0	3	-2	1.7
Cc1cc(NC(=O)c2cccc(F)c2)no1	-3	-0.8	-2	0.5	-0.7	1.0	7.5	-0.1	6	4	0.9
COc1ccccc1C1NC=C([N+](=O)[O-])C=C1[N+](=O)[O-] (configuration not stated)	10	-0.9	-2	0.7	-1.6	-1.1	-5.4	-3.9	-1	1	2.0
COc1ccc(/C(O)=C2/C(=O)C(=O)N(CCN3CCOCC3)C2c2ccccn2)cc1 (configuration not stated)	2	0.4	-3	2.6	2.4	2.6	6.9	-0.7	-1	3	3.8
COc1ccc2nc(NC(=O)CN3CCOCC3)sc2c1	-8	-0.8	-1	0.7	0.6	0.1	11*	-0.2	8	0	0.5
CC1(C)CC(=O)c2c(Cc3ccccc3)n[nH]c2C1	-1	-1.2	-2	-1.3	-1.8	-0.7	-0.8	1.3	2	-5	-2.0
C/C=C(/C)C(=O)O[C@H]1[C@@H](O)c2c(ccc3ccc(=O)oc23)OC1(C)C	-315	-1.3	-91	-1.4	-1.2	-0.6	1.5	-0.5	-3	0	-1.0
C[C@H]1C(=O)N(C)CCN1C(=O)c1cccc(OC2CCN(CC(C)(C)C)CC2)c1	3	-1.3	-7	1.0	1.2	-0.6	1.2	-0.2	1	0	-0.6
O=C(c1cc2ccccc2s1)N1CCN(c2ccccn2)CC1	-8	-0.7	-3	1.7	-1.1	-1.0	-2.6	0.4	-1	-1	-1.3

A stretch of the results above:
SMILES	ADAM10 inh	ssDAF12 agonist	ADAM17 inh	DAX1 inh-1	hcDAF-12 act	DAX1 inh-2	hgDAF12 agonist	PG9 binder	NPR1 activator	SMARCA2 act	FXN GAA850 act
CC1CCN(c2ncnc3nc[nH]c23)CC1	-2	-1.1	0	-1.0	-0.6	1.8	3.6	-0.8	-1	3	2.3
CCn1cc(C(=O)N[C@@H](CCSC)C(=O)NCCCN2CCOCC2)c(=O)c2cc3c(cc21)OCO3	-56	-1.2	-14	0.5	-0.7	0.3	1.7	-0.7	5	0	-0.5
Oc1ccccc1-c1nc(NC2CCCC2)c2ccccc2n1	9	0.6	-1	0.1	5.1	-0.2	3.5	-1.3	8	-3	1.3
NC(Cc1ccccc1)c1csc(Nc2ccc(C(=O)NCCCO)cn2)n1 (configuration not stated)	-22	-1.1	-6	.	-1.6	0.8	1.2	-1.3	0	-7	-0.3
COc1ccccc1NS(=O)(=O)c1cc(NC(=O)C(C)(C)C)ccc1N1CCOCC1	6	-1.2	1	-1.4	-1.7	-2.9	-4.8	-0.1	1	1	-2.0
Cc1nc(C(C)NC(=O)CCc2nnc(-c3ccsc3)o2)cs1 (configuration not stated)	-2	-0.5	-11	1.3	-1.3	-0.3	-0.9	-0.4	4	-2	2.5
O=C(NC1CCCC1)c1cccc(Cn2cc([N+](=O)[O-])cn2)c1	-7	-0.5	1	-0.7	4.9	-0.2	-1.2	-1.0	3	-2	1.7
Cc1cc(NC(=O)c2cccc(F)c2)no1	-3	-0.8	-2	0.5	-0.7	1.0	7.5	-0.1	6	4	0.9

(cont.)
SMILES	ADAM10 inh	ssDAF12 agonist	ADAM17 inh	DAX1 inh-1	hcDAF-12 act	DAX1 inh-2	hgDAF12 agonist	PG9 binder	NPR1 activator	SMARCA2 act	FXN GAA850 act
CN(C)CCNC(=S)Nc1ccc(Cl)cc1Cl	-3	-1.1	-6	0.7	-0.1	0.4	0.1	-0.3	0	-2	-1.5
CCCCN(C(=O)c1ccc(S(=O)(=O)N2CCC(C)CC2)cc1)C1CCS(=O)(=O)C1 (configuration not stated)	-16	-1.3	2	0.4	2.1	2.3	-2.1	-0.5	-2	-1	-1.9
NS(=O)(=O)c1cccc(NC(=O)CN2CCN(Cc3ccc4c(c3)OCO4)CC2)c1	-4	-0.8	-1	-0.8	-2.9	-0.1	-2.4	0.1	-1	-1	1.1
CCc1nc2ccc(C(=O)NCCNC(C)=O)cn2c1N(CC)Cc1cccc(Br)c1	-10	-1.0	-2	.	0.1	-2.1	1.4	-2.5	-2	-3	-2.0
CCOc1ccc(-n2nc3cc(C)c(N)cc3n2)cc1	-239	1.8*	-92	4.0	7.5*	2.5	12*	-1.4	15	4	1.1
COc1cc(/C=C/C(=O)O)cc(S(=O)(=O)N2CCCc3ccccc32)c1OC	-3	0.2	-1	2.8	3.0	1.0	-0.8	3.6	-2	-2	2.8
COc1ccc(NC(=O)CC(C)c2ccccc2)cc1S(=O)(=O)N1CCOCC1 (configuration not stated)	-1	-1.1	0	-1.2	0.4	-1.6	-1.3	-1.8	0	-1	0.2
COc1ccccc1C(=O)Nc1ccccc1SC	3	-1.5	1	1.1	-1.2	-0.1	0.8	-1.0	3	1	1.5
CCOc1ccc(/C=C2\SC(=S)N(CCC(=O)Nc3ccccc3C(=O)O)C2=O)cc1	-1	-1.4	2	-0.8	-0.5	0.0	0.2	-0.7	-1	-1	1.4
COc1cccc2cc(CC(=O)c3ccc(C)cc3C)c(=O)oc12	-2	-1.2	-5	-0.4	1.7	-0.1	6.1	-1.1	4	2	2.8
CC(C)NC(=O)C1CC(=O)N(C(C)c2ccccc2)C1 (configuration not stated)	2	-1.3	0	0.4	-2.0	-0.4	-1.6	-1.3	0	0	-1.6
NC(=O)[C@@H]1CC2(CC(c3cccc(NC(=O)CC(c4ccccc4)c4ccccc4)c3)=NO2)CN1C(=O)COc1ccc(Cl)cc1 (some centres not stated)	23*	-1.1	8	-0.5	-2.3	-0.1	-0.2	-1.4	0	0	0.6
CCCC(C)(C)C(=O)N1CCC1(C)C(=O)Nc1cccc2ccccc12 (configuration not stated)	3	-1.6	-1	.	1.3	-0.8	-5.5	-2.1	0	2	-0.8
CCN(C(=O)c1cc(OC)c(OC)c(OC)c1)C1CCCCC1	-16	-1.1	-1	0.8	-0.9	0.3	-1.4	-0.6	1	-2	2.8
COC(=O)c1c(NC(=O)CN(C)CC(=O)Nc2ccc(C)cc2)sc2c1CCC(C)C2 (configuration not stated)	-10	-0.6	2	0.4	-0.5	-0.7	-2.1	-0.2	1	-2	2.0
COC(=O)C1C(=O)C2=C(CC1C)NC(C)=C(C(=O)OC1CCCCC1)C2c1ccc(N(C)C)cc1 (configuration not stated)	-12	-0.4	-5	-0.2	-1.4	0.1	-2.6	0.0	3	-2	0.0
CCOC(=O)C1=C(C)N=c2s/c(=C/c3cccc([N+](=O)[O-])c3O)c(=O)n2C1c1ccccc1 (configuration not stated)	-17	-0.8	-4	-0.5	1.1	0.9	1.7	-0.5	1	-2	1.2
O=C(CCNC(=O)c1ccccc1Cl)Nc1nc(-c2ccc3ccccc3c2)cs1	9	-1.7	7	0.7	-0.8	-0.2	-2.1	-0.4	0	-4	-0.5
COC(=O)c1sc2ccccc2c1NC(=O)c1ccc(S(=O)(=O)N2CCC(C)CC2)cc1	-6	-0.4	-1	0.4	-0.2	0.1	0.1	0.1	1	-1	0.2
CCOc1ccc(CCNC(=O)c2ccc(F)c(S(=O)(=O)N3CCOCC3)c2)cc1OCC	-4	-1.2	0	-0.2	-0.7	-0.3	1.9	0.1	3	1	0.6
CCOC(=O)N1CCC(Nc2nc3ccccc3n3nnnc23)CC1	-130	-0.6	-44	0.1	2.7	-0.1	2.2	0.8	-9	5	1.5
CCCCCCN(C(=O)CCCCCN1C(=O)NC(c2ccccc2)C(C(=O)OCc2ccccc2)=C1C)C(C(=O)NCCCC)c1ccc(OCC(=O)OC)c(C(=O)OC)c1 (configuration not stated)	5	-0.9	1	.	-0.8	-0.3	-1.6	-0.4	-6	0	.
CC(Oc1ccccc1)c1ccnn1S(=O)(=O)c1ccccc1 (configuration not stated)	12	-1.3	5	-1.1	-1.7	0.3	-0.6	-0.9	-2	-3	0.3
Cc1nn(C(C)C(=O)NCCCN(Cc2ccccc2)C(C)C)c(=O)c2c1sc1ccccc12 (configuration not stated)	-18	-1.1	-4	0.6	1.4	0.2	0.6	0.0	-19	-1	1.2
COc1cccc(NC(=O)Nc2ccccc2Br)c1	1	-0.8	1	1.7	-2.1	0.6	11*	0.0	5	3	2.5
